TexasRed fluor – alters Texas Red total fluorescence, flagging assay interference; TRb/SRC2 Texas Red total fluorescence interference; Potency, µM (series often up to 106 µM), for inactives: top-dose fluorescence change, negative = quenching; 0.29% of 280,000 active; active = well fitted curve in either direction with a large enough effect; inconclusive = small, poorly fitted or top-dose-only effect; note: potency is the fitted concentration of half-maximal effect; % is set by controls: 0 for no effect and ±100 for the full control effect
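Flags fluorescent or light-absorbing compounds by total fluorescence, S + 2P, at 555 nm excitation and 632 nm emission. Mixture: 20 nM Texas Red SRC2 peptide, 0.6 uM human TRb LBD, 1 uM T3, 5% DMSO; compound exposure 5 h at ambient temperature.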
Tau fibril FP – tau fibrillization inhibition (FP). P10636. K18 P301L tau heparin fibrillization, Alexa594 FP, 6 h. Potency, µM (highest dose often 57.7 µM), inactives show at the top dose activity, negative = inhibition, hits mostly inhibitors. 0.39% of 280,000 active. AID 1468; note: potency is the fitted concentration of half-maximal effect; % is set by controls: 0 for no effect and ±100 for the full control effect; nearly all actives have a fitted effect of over 55% in size
Target sequence (P10636 561-689 P618L limits assumed): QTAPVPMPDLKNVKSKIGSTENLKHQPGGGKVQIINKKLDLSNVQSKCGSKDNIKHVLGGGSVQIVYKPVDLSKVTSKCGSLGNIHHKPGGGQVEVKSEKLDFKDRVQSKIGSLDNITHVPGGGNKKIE
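Human K18 P301L fragment (15 uM unlabeled plus 0.24 uM Alexa 594-labeled) in 100 mM sodium acetate pH 7 with compound, aggregation induced by 20 uM heparin for 6 hr at 37 C. ThT (30 uM) added for 1 hr, then Alexa 594 FP read.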
TRb SRC2 PPI – TRbeta-SRC2 interaction inhibition; P10828; TRbeta-SRC2 peptide binding, fluorescence polarization; receptor liganded with 1 µM T3; Potency, µM (doses to about 106 µM), for the others: top-dose activity change, negative = inhibition, usual class: inhibitors; 0.065% of 280,000 active;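 note: potency is the fitted concentration of half-maximal effect; plate controls were bound peptide for no effect and peptide without receptor for full effect; nearly all actives have a fitted effect of over 50% in size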
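Binding of a 20-amino-acid Texas Red SRC2 peptide (20 nM) to TRb ligand-binding domain (0.6 uM) with agonist T3 at 1 uM was followed by fluorescence polarization after a 5 hr room-temperature incubation.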
GLA spleen mod – inhibits or activates alpha-galactosidase in human spleen homogenate | human spleen homogenate, 4MU-alpha-Gal fluorescence, 40 min | Potency, µM (series often up to 80 µM), inactives show at the highest dose activity change, negative = inhibition, hits mostly inhibitors | P06280 | 0.008% of 240,000 active;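 note: potency is the fitted concentration of half-maximal effect; 0% = enzyme with vehicle and -100% = no enzyme basal signal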
Target sequence (P06280 32-429 limits assumed): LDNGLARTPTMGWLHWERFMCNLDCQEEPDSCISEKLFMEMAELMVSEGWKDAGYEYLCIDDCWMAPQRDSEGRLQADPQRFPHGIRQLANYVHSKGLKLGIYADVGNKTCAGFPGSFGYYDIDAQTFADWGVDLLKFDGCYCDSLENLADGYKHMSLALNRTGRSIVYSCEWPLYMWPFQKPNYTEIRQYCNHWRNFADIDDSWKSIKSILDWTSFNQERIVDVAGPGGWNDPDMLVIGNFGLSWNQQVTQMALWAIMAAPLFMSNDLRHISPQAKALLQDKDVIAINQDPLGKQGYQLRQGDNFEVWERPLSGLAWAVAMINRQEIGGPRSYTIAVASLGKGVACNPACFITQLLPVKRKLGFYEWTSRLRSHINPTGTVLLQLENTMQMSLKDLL
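Human spleen homogenate (1 ug) as enzyme source, 4-methylumbelliferyl-alpha-D-galactopyranoside 1 mM final, citrate/phosphate pH 5.0 with 0.01% Tween-20. Compounds 40 min at 37C, NaOH/glycine stop; fluorescence Ex 365/Em 440, Hill-fit AC50.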
Epigenetic derep – epigenetic control regulation, reporter derepression. Potency, µM (doses to about 53.9 µM), without a hit: at the top dose GFP activation, usual class: activators. murine LDR cells, GFP reporter derepression, 30 h. 0.2% of 280,000 active; note: potency is the fitted concentration of half-maximal effect; % of control where 0% means no effect; nearly all actives have a fitted effect of over 60% in size
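Derepression of a silenced CMV-GFP reporter in murine LDR cells is scored by enumerating GFP-positive cells with a laser-scanning microplate cytometer after 30 hours of treatment at 37 C.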
CBFb RUNX1 block – inhibitors of human CBF-beta and RUNX1 interaction | Q01196+Q13951 | AlphaScreen CBFb-His/RUNX1-biotin binding, biochemical | Potency, µM (series often up to 59.8 µM), without a hit: top-dose activity, negative = inhibition, most hits filed as inhibitors | 230,000 tested, under 10 active | AID 1477; note: % of control where 0% means no effect
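Inhibition was taken as any reduction in AlphaScreen signal from the CBF-beta–RUNX1 pair (His and biotin tags, 30 nM each), measured after compound (15 min) and bead (90 min) incubations at room temperature.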
Tau fluor counter – counter-screen for tau fibril formation inhibitors | tau K18 P301L (four-repeat tau fragment) Alexa594 fluorescence, heparin fibrillization | Potency, µM (doses to about 57.7 µM), for inactives: at the top dose activity change, negative = decrease | 0.93% of 280,000 active; note: potency is the fitted concentration of half-maximal effect; % is set by controls: 0 for no effect and ±100 for the full control effect; nearly all actives have a fitted effect of over 55% in size
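Human K18 P301L tau (15 uM unlabeled plus 0.24 uM Alexa 594-labeled, final) in 100 mM sodium acetate pH 7 was mixed with compound and 20 uM heparin and incubated 6 hr at 37 C.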
NPSR antagonist – antagonists of human neuropeptide S receptor cAMP signaling; Potency, µM (doses to about 38.3 µM), without a hit: at the highest dose activity change, negative = inhibition, actives largely listed as inhibitors; CHO-NPSR cells, cAMP TR-FRET, antagonist mode; 1% of 220,000 active; AID 1461; Q6W5P4; note: potency is the fitted concentration of half-maximal effect; % is set by controls: 0 for no effect and ±100 for the full control effect; nearly all actives have a fitted effect of over 50% in size; many of its hits are not listed in these tables
Target sequence (Q6W5P4 whole entry, looked up): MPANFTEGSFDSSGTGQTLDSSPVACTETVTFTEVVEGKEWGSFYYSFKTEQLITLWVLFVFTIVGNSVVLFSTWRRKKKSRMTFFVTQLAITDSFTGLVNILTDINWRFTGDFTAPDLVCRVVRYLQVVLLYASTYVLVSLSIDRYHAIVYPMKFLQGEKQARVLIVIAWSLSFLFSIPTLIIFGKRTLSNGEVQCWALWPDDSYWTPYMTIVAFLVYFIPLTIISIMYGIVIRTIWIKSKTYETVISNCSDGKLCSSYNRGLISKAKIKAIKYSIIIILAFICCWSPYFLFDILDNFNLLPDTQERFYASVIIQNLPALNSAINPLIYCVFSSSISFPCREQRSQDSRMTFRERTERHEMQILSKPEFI
Active calls of the source: *; ? = inconclusive; / = no result given; & = joins results of further samples; [ ] = dose if it differs, or a comment. Unless noted, calls come from the whole dose curve; as a rule, active = well fitted curve in the direction sought with a large enough effect; inconclusive = small, poorly fitted or top-dose-only effect, or another doubt; inactive = no such curve, though single readings can be large; an effect the other way counts as inactive or inconclusive. A portion of the library. The share of hits here may be higher or lower than overall.

SMILES	TexasRed fluor	Tau fibril FP	TRb SRC2 PPI	GLA spleen mod	Epigenetic derep	CBFb RUNX1 block	Tau fluor counter	NPSR antagonist
COc1ccc(C(=O)Nc2ccccc2C(=O)NC(Cc2c[nH]c3ccccc23)C(=O)O)cc1 (stereo not given)	-3.1%	4.5%	-5.5%	2.9%	-4.5%	-2.3%	-21.7%	-17.8%
CCn1ncc(Br)c1C(=O)Nc1ncc(C)s1	0.3%	0.2%	-3.1%	8.7%	0.6%	-20.7%	4.9%	15.9%
Cc1nc([N+](=O)[O-])cn1-c1ccc(N)cc1	-2.9%	-3.9%	1.3%	10.8%	0.0%	-2.6%	-3.3%	19.4%
CC1CSc2ccccc2NC1=S (stereo not given)	-6.8%	-6.1%	0.0%	-2.1%	2.6%	1.3%	-6.2%	-0.1%[46.1 µM]
CSCC[C@H](N)C(=O)N[C@@H](CCCN=C(N)N)C(=O)N[C@@H](CC(C)C)C(=O)N[C@@H](Cc1ccccc1)C(=O)N[C@H](C(=O)O)C(C)C	-0.3%	/	0.9%	-3.5%	/	11.3%	/	/
CC(/C=C1\SC(=S)N(NC(=O)c2ccc(C)cc2)C1=O)=C\c1ccccc1	2.5%	2.6%	7.2%	1.7%	1.1%	-9.2%	-28.5%	-22.5%[46.1 µM]
O=C(NCCc1ccc(F)cc1)C(=O)NCC(c1ccco1)S(=O)(=O)c1cccs1 (stereo not given)	-1.3%	-3.4%	3.2%	/	2.9%	/	-10.0%	/
COc1cccc2cc(C(=O)OC3CCN(C)CC3)c(=O)oc12	-2.0%	-10.7%	-6.3%	1.2%	-1.0%	-6.8%	-10.1%	11.2%
O=c1n(CCCN2CCN(c3cccc(Cl)c3)CC2)nc2ccccn12	-0.9%	-6.7%&6.1%&-1.8%	0.8%	4.3%	-0.6%	4.6%	-16.2%&-4.9%&-8.2%	2.6%
COc1ccccc1CNC(=O)C(CC(C)C)N1Cc2ccccc2C1=O (stereo not given)	-24.8%	0.4%	2.0%	/	0.0%	/	-4.5%	/

Rewritten bar-delimited: part of the list above.
compound | TexasRed fluor | Tau fibril FP | TRb SRC2 PPI | GLA spleen mod | Epigenetic derep | CBFb RUNX1 block | Tau fluor counter | NPSR antagonist
CCn1ncc(Br)c1C(=O)Nc1ncc(C)s1 | 0.3% | 0.2% | -3.1% | 8.7% | 0.6% | -20.7% | 4.9% | 15.9%
Cc1nc([N+](=O)[O-])cn1-c1ccc(N)cc1 | -2.9% | -3.9% | 1.3% | 10.8% | 0.0% | -2.6% | -3.3% | 19.4%

The results go on:
SMILES	TexasRed fluor	Tau fibril FP	TRb SRC2 PPI	GLA spleen mod	Epigenetic derep	CBFb RUNX1 block	Tau fluor counter	NPSR antagonist
Cc1ccc(-c2noc(CCCC(=O)Nc3cccnc3)n2)cc1	-8.2%	0.7%	-0.7%	-6.3%	4.0%	12.8%	-2.3%	3.4%[46.1 µM]
Cn1c(=O)n(CCc2ccccc2)c(=O)c2c1nc1n2CCCN1CCc1ccccc1	-2.7%	8.5%	-3.1%	4.8%	-1.1%	-7.4%	-29.9%	?
O=C(OCC#CCSc1nc2ccccc2o1)c1cc2ccccc2o1	-1.0%	-1.5%	-4.1%	-16.4%	-1.0%	?	-20.5%	17.0%
Cn1c(Cc2csc(N)n2)nnc1SC/C=C/c1ccccc1	-0.9%	-4.1%	1.8%	-2.6%	1.0%	-10.6%	0.7%	0.3%[46.1 µM]
Cc1ccc(C)c(N2CCN(Cc3nnc(-c4ccc5c(c4)OCO5)o3)CC2)c1	-0.8%	8.7%	-2.0%	/	0.3%	/	-18.7%	/
CCCCCOC(=O)C1[C@H]2C(=O)N(CCCOC)C[C@]23C=C[C@H]1O3 (stereo not given in full)	-2.1%	0.5%	-5.7%	-2.4%	-4.3%	7.2%	-3.4%	8.8%[46.1 µM]
CCOC(=O)CSc1nc2ccccc2c(=O)n1CC1COc2ccccc2O1 (stereo not given)	-1.6%	-4.4%	-8.1%	5.2%	-0.6%	2.7%	-21.7%	?
Cc1cc(=O)[nH]c(SCC2(O)C3CC4CC(C3)CC2C4)n1 (stereo not given)	1.2%	2.2%	13.3%	-3.8%	1.0%	2.1%	6.1%	-3.5%[46.1 µM]
CCOc1ccc(N(CC(=O)Nc2ccccc2CC)S(=O)(=O)c2c(C)noc2C)cc1	-1.0%	-13.3%	-4.4%	/	4.7%	/	-28.0%	/
COc1ccc(NC(=O)CCN2CCOCC2)c(OC)c1	-2.4%[53 µM]	6.3%	0.5%[53 µM]	-8.2%	0.2%	-0.1%	0.4%	-8.1%
O=S(=O)(c1ccc(F)cc1)n1ccc2cccnc21	-1.9%	7.8%	2.7%	8.0%	1.0%	-1.4%	-1.3%	0.4%[46.1 µM]
CCOC(=O)C1=C(C)NC(=O)NC1c1ccoc1 (stereo not given)	-3.3%	5.1%	-17.6%	7.0%	-1.2%	2.9%	-3.5%	1.3%[46.1 µM]
N#Cc1cc(N)ccc1Sc1ccccc1	-4.2%	?	1.0%	-1.0%	0.0%	-1.8%	?	-14.5%[46.1 µM]
CCCN1CCC(=NNc2ccc(S(=O)(=O)N(CC)CC)cc2[N+](=O)[O-])CC1	-0.5%	12.9%	-10.1%	-16.7%	1.3%	-13.1%	-11.0%	-12.7%
CCOC(=O)c1nc(C)sc1-c1ccnn1S(=O)(=O)c1ccc(C)cc1	-1.3%	-0.7%	-11.3%	8.1%	1.1%	-13.2%	-5.0%	51.2%
COCCNC(=O)C1CCC(CNS(=O)(=O)c2ccc3c(c2)CC(C)N3C(C)=O)CC1 (stereo not given)	-3.7%	0.7%	7.5%	/	-4.0%	/	-3.3%	/
COCCOC(=O)C1=C(C)N(c2ccccc2)C(=O)NC1c1cccc([N+](=O)[O-])c1 (stereo not given)	-8.7%	6.8%	-6.4%	-4.7%	1.1%	-5.3%	-5.4%	-17.7%[46.1 µM]
CCOc1ccc(-c2cc(C)n3nc(C(=O)Nc4ccc(C)c(C)c4)cc3n2)cc1	1.4%	-5.1%	4.0%	/	0.0%	/	-6.1%	/
COc1ccc(C(=O)Cn2c(Br)nc3c2c(=O)n(C)c(=O)n3C)cc1OC	-0.3%	-4.4%	-2.7%	4.8%	-1.0%	15.2%	2.5%	-17.1%[46.1 µM]
Cc1ccc(Cn2cc(CCC(=O)NC3CCCCC3)c3ccccc32)cc1	-0.2%	0.5%	-11.1%	/	2.6%	/	-2.3%	/
O=C(NCC1CCN(S(=O)(=O)c2ccccc2)CC1)Nc1ccc(F)cc1	-5.1%	-7.2%	3.1%	5.5%	0.0%	16.0%	-18.3%	33.1%
COc1ccccc1OCc1ccc(C(=O)NCc2ccco2)o1	1.9%	-2.8%	-6.6%	-1.4%	6.5%	-1.5%	-8.4%	-9.1%[46.1 µM]
Fc1ccccc1NC(=S)Nc1cccc2cnccc12	-5.3%	?	-8.0%	-6.1%	-1.5%	-8.8%	-15.5%	9.4%
CC1CN(C(=O)c2cc3ccccc3oc2=O)CC(C)O1 (stereo not given)	-2.4%	-0.6%	-2.3%	2.5%	-2.9%	-2.8%	-0.3%	2.6%[46.1 µM]
COc1cccc(CN2CC34CCC(CC3S2(=O)=O)O4)c1 (stereo not given)	-0.3%	/	-9.4%	-0.8%	/	2.6%	/	/
COc1ccccc1Cc1nc(-c2ccc(C)cc2)no1	-5.9%	-1.8%	4.1%	18.9%	0.9%	?	-0.2%	8.0%[46.1 µM]
Cc1ccc(CC2(O)CC(C)N(C)CC2C)c(C)c1 (stereo not given)	0.4%	0.1%	-1.8%	-2.8%	0.2%	3.3%	-4.1%	12.6%[46.1 µM]
COc1cccc(C2=NOC(C(=O)Nc3cccc(C(C)=O)c3)C2)c1OC (stereo not given)	1.2%	-7.9%	-2.2%	0.0%	-1.0%	3.1%	-8.1%	-16.9%[46.1 µM]
CCOc1ccc(/C=N/NC(=O)c2c(-c3ccccc3)noc2C)cc1	1.2%	?	-4.5%	8.2%	0.0%	-19.3%	-6.3%	-4.8%
O=[N+]([O-])c1ccc2c(c1)C(O)n1nc(-c3ccccc3)nc1S2 (stereo not given)	-5.3%	3.6%	7.6%	-2.4%	-0.1%	6.7%	-23.2%	5.0%
CCCn1c(N2CCN(CC(=O)Nc3ccc4c(c3)OCCO4)CC2)nc2ccccc21	-2.2%	15.6%	-18.2%	4.1%	0.9%	1.4%	-3.2%	-5.9%[46.1 µM]
C=CC(C)(C)c1[nH]c2ccccc2c1C1=C(O)C(=O)C(c2c[nH]c3c(CC=C(C)C)cccc23)=C(O)C1=O	-14.3%	?	-9.0%	-1.4%	0.8%	/	15.8µM*[quencher]	/
CC(C)CCNC(=O)CSc1nc2ccccc2c(=O)[nH]1	-1.5%	8.1%	2.5%	1.9%	-1.0%	5.0%	-0.6%	-2.5%[46.1 µM]
COc1ccc(NC(=O)Cn2c(=O)n(CCc3ccccc3)c(=O)c3c4c(sc32)CCCC4)cc1	-7.1%	?	5.2%	/	0.0%	/	-19.8%	/
COc1ccc2nc(NC(=O)c3nc(SCc4ccccc4F)ncc3Cl)sc2c1	-0.8%	3.9%	2.5%	/	-2.0%	/	-12.6%	/
COc1ccc2nc(NC(=O)C3CCCN(S(=O)(=O)c4cccc5nonc45)C3)sc2c1 (stereo not given)	4.6%	?	11.4%	4.6%	-0.8%	-22.5%	?	-12.9%[46.1 µM]
O=C(NCc1ccc2c(c1)OCO2)c1cc2ccccc2oc1=O	-5.7%	4.3%	-2.4%	4.4%	1.0%	0.5%	-11.0%	-13.9%[46.1 µM]
Brc1ccc(/C=C/C=N/Nc2nc3ccccc3s2)cc1	0.3%	5.1%	9.7%	9.7%	1.0%	1.7%	3.6%	-11.7%[46.1 µM]
C/C=C/c1ccc(OCCN2C(=O)NC(C)(C)C2=O)c(OC)c1	1.8%	-15.3%	5.2%	-4.0%	-1.1%	0.9%	-4.2%	-10.2%[46.1 µM]
CCOC(=O)C1(CC)Oc2ccccc2C(c2ccc(OC)cc2)=C1C(=O)OC (stereo not given)	-0.7%	1.6%[81.3 µM]	-2.2%	-7.9%	0.2%	?	-18.7%[81.3 µM]	/

Screens (PubChem BioAssay)
